AMA1 RON2 block – qHTS for Inhibitors of AMA1-RON; Towards Development of Antimalarial Drug Lead: Primary Screen. AID 720542, 2013. Potency, µM (doses to about 58.2 µM), for inactives: top-dose activity change, negative = inhibition, usual class: inhibitors. AlphaScreen AMA1-biotinylated RON2 peptide binding. Plasmodium falciparum AMA1 (3D7) - RON2 peptide interaction. 360,000 compounds, 0.2% hits;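 also: potency is read from the fitted curve at half-maximal effect; 0% = vehicle wells and -100% = peptide control; nearly all actives have a fitted effect of over 45% in size; some results filed as inactive show a strong effect at the top dose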
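AMA1 (3D7) with his tag at 25 nM final met compounds first, then biotinylated RON2 peptide at 25 nM; detection used donor plus acceptor beads, 10 µg/mL apiece, read by AlphaScreen after 30 min at room temperature.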
AmpC inh no detg – qHTS Inhibitors of AmpC Beta-Lactamase (assay without detergent) | P00811 | AmpC nitrocefin hydrolysis, absorbance 480 nm, 0.0001% Triton | Potency, µM (highest dose often 57.1 µM), without a hit: at the highest dose activity change, negative = inhibition, actives largely listed as inhibitors | 330,000 compounds, 0.52% hits | AID 485341, 2010;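 also: potency is read from the fitted curve at half-maximal effect; plate controls were no compound for no effect and no enzyme for full effect; nearly all actives have a fitted effect of over 20% in size; some results filed as inactive show a strong effect at the top dose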
Target sequence (P00811 whole entry, looked up): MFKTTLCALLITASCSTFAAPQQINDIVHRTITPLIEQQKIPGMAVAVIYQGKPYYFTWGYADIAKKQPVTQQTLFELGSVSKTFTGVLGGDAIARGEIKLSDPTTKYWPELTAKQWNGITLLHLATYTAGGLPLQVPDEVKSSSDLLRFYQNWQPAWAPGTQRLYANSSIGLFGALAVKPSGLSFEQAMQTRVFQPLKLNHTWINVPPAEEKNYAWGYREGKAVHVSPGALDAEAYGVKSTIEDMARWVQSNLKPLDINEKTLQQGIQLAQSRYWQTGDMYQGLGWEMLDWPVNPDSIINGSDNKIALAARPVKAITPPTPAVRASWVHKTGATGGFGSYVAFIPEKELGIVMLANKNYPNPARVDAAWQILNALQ
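AmpC (5.3 nM in the dispensed reagent) in 20 mM phosphate pH 7.0 with 0.01% (detergent screen) or 0.0001% Triton X-100 was preincubated with compounds for 15 min at room temperature. Nitrocefin was then added from an 800 uM solution, and hydrolysis was followed at 480 nm.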
HCMV inh – qHTS Assay for inhibitors of the human cytomegalovirus (HCMV); 410,000 compounds, 4.5% hits; activity change, negative = inhibition, % at 57.5 µM; HFF cells, HCMV-luciferase reporter, 72 h; hits give low values; AID 1259415, 2018; in the data active = activity change below about -60%; inconclusive = no clear call, values can overlap the other calls; inactive = above about -39%
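Inhibition of viral replication was scored as loss of reporter luminescence in HFFs infected with HCMV-luciferase (MOI 1 PFU/cell) for 72 h; compounds tested at 2 doses, normalized to buffer and Salinomycin controls.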
FBPA Giardia inh – qHTS Assay for Inhibitors of Fructose-1,6-bisphosphate Aldolase from Giardia Lamblia; A8B2U2; purified Giardia FBPA; Potency, µM (highest dose often 59.6 µM), inactives show top-dose activity, negative = inhibition, most hits filed as inhibitors; 290,000 compounds, 0.71% hits; AID 2451, 2010; also: potency is read from the fitted curve at half-maximal effect; nearly all actives have a fitted effect of over 55% in size
Target sequence (A8B2U2 whole entry, looked up): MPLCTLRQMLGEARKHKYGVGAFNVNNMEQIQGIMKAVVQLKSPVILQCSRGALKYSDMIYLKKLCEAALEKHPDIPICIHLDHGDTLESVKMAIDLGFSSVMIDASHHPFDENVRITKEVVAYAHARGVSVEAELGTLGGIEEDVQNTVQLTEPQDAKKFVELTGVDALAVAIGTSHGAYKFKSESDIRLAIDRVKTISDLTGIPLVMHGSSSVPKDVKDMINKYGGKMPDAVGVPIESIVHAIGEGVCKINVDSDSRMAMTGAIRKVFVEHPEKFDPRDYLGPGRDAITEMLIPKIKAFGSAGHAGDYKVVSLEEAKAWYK
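Giardia FBPA (40 nM reagent) was preincubated 10 min at RT with compound (up to 57.5 uM final), then substrate plus GAPDH/TPI/NAD/arsenate coupling system with diaphorase/resazurin was added; resorufin fluorescence (525/598 nm) was read after 20 min.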
Sm TGR block – qHTS Assay for the Inhibitors of Schistosoma Mansoni Peroxiredoxins. Potency, µM (highest dose often 114 µM), for the others: top-dose activity change, negative = inhibition, hits mostly inhibitors. Schistosoma mansoni thioredoxin glutathione reductase (TGR), Q962Y6. 360,000 compounds, 3% hits. purified TGR, DTNB reduction, TNB absorbance 405 nm. AID 485364, 2010; also: potency is read from the fitted curve at half-maximal effect; nearly all actives have a fitted effect of over 60% in size
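TGR 20 nM + NADPH 100 uM (dispensed conc.), cpd preinc 15 min RT; start with NADPH (500 uM addition) then DTNB (15 mM addition). Kinetic TNB absorbance, 405 nm filter. Four-parameter Hill fit across titration.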
AmpC detergent – qHTS Inhibitors of AmpC Beta-Lactamase (assay with detergent) | P00811 | AmpC hydrolysis of nitrocefin, absorbance 480 nm, 0.01% Triton | Potency, µM (series often up to 114 µM), without a hit: at the top dose activity change, negative = inhibition, most hits filed as inhibitors | 370,000 compounds, 0.041% hits;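 also: potency is read from the fitted curve at half-maximal effect; 0% = no-compound wells and -100% = no-enzyme wells; nearly all actives have a fitted effect of over 25% in size; some results filed as inactive show a strong effect at the top dose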
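20 mM phosphate pH 7.0 + 0.01% (detergent screen) or 0.0001% Triton X-100; 5.3 nM AmpC reagent; cpd preinc 15 min RT; nitrocefin (800 uM stock) to start; A480 q20 s × 4 min; Activity was normalised to no-enzyme and no-compound control wells.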
Active calls of the source: *; ? = inconclusive; . = not tested or not shown; & = joins results of further samples; [ ] = another dose, or the depositor's remark. Unless noted, calls follow the shape of the dose curve; as a rule, active = well fitted curve in the direction sought with a large enough effect; inconclusive = small, poorly fitted or top-dose-only effect, or another doubt; inactive = no such curve, though single readings can be large; an effect the other way counts as inactive or inconclusive. Unless noted, % is scaled to controls: 0 for no effect and ±100 for the full control effect.

item | canonical_smiles | AMA1 RON2 block | AmpC inh no detg | HCMV inh | FBPA Giardia inh | Sm TGR block | AmpC detergent
1 | O=C(/C=C\c1ccccc1)NC1CC(=O)N(c2ccccc2)C1 (stereo unspecified) | . | . | 37 | . | 4% | 3%
2 | CC(=O)c1c(C)[nH]c(C(=O)Nc2cccc(S(=O)(=O)N(C)c3ccccc3)c2)c1C | 15% | -34% | -3 | -6% | 2% | -5%
3 | CCCCN(C)CCCNC(=O)CS(=O)Cc1nc(-c2ccc(OC)c(OC)c2)oc1C (stereo unspecified) | 11% | 11% | 28 | . | -2% | ?
4 | O=S(=O)(c1ccccc1)N1CCN=C1SCc1cccc(Cl)c1 | 20% | -11% | ? | ? | -9% | -6%
5 | CN1c2ccsc2C(O)=C(C(=S)Nc2ccc(F)c(Cl)c2)S1(=O)=O | 22% | -39% | 106 | -21% | 1% | 1%
6 | O=C(COc1ccccc1Cl)NCC1(N2CCOCC2)CCCCC1 | . | . | -100* | . | -13% | -1%
7 | Cn1c(C(=O)NCC2CCCO2)cc2c(=O)[nH]c3ccccc3c21 (stereo unspecified) | 19% | -7% | 4 | 0% | -1% | 3%
8 | COc1ccc(S(=O)(=O)NC2(C(F)(F)F)NC(=O)N(CCc3ccc(OC)c(OC)c3)C2=O)cc1 (stereo unspecified) | -8% | -4% | 9&-2 | . | 6%&12% | 2%&31%
9 | Cc1ccccc1-c1nnc(SCCC(=O)N2CCOCC2)o1 | -3% | 29% | ? | 7% | -3% | 2%
10 | COc1ccccc1Nc1nn2c(=O)c3ccc(C(=O)NCc4cccnc4)cc3nc2s1 | . | 0% | . | -7% | 1% | 0%
11 | O=C(Nc1cccc(Cl)c1)N(Cc1nc2ccccc2c(=O)[nH]1)Cc1cccs1 | 51%[activator] | -23% | ? | 0% | -8% | ?
12 | COc1ccc(Nc2nccc(-c3ccc(C#N)cc3)n2)cc1 | -1% | -18% | -29 | -1% | 36% | 2%
13 | COc1cccc2sc3ccc(NCc4ccc5c(c4)OCO5)cc3c(=O)c12 | 25% | -5% | 1 | ? | ? | -10%
14 | O=C(Nc1cc(Cl)ccc1O)c1cc(-c2ccc3c(c2)OCO3)on1 | . | . | 77 | . | -7% | 3%
15 | Cc1ccc(-c2nnc(Nc3cccc(C(F)(F)F)c3)c3ccccc23)cc1S(=O)(=O)N1CCOCC1 | . | . | ? | . | -1% | -3%
16 | COc1ccccc1NC(=O)c1sc2ncn(Cc3ccc(C)cc3)c(=O)c2c1C | -3% | 0.32µM* | ? | -1% | -2% | -4%
17 | COC(=O)/C(=C\Nc1ccc(Cl)cc1Cl)NC(=O)c1ccc(OC)cc1 | -15% | 45% | ? | 0% | 2% | -7%
18 | O=C(c1cccs1)N1CCC(c2nc(-c3ccc(S(=O)(=O)N4CCOCC4)cc3)no2)CC1 | 1% | 111%[activator] | -28 | 4% | -11% | ?
19 | O=C(c1ccc2c(c1)OCO2)N1CCC2(CC1)OCCO2 | 26% | -4% | -2 | 6% | 0% | ?
20 | COc1cc(-c2nc3n(c(=O)c2C#N)CCS3)cc(OC)c1OC | 7% | -14% | 19 | -1% | 1% | ?

Next part, starting with the last two of the part before.
item | canonical_smiles | AMA1 RON2 block | AmpC inh no detg | HCMV inh | FBPA Giardia inh | Sm TGR block | AmpC detergent
19 | O=C(c1ccc2c(c1)OCO2)N1CCC2(CC1)OCCO2 | 26% | -4% | -2 | 6% | 0% | ?
20 | COc1cc(-c2nc3n(c(=O)c2C#N)CCS3)cc(OC)c1OC | 7% | -14% | 19 | -1% | 1% | ?
21 | CN(C)C(CNc1nnnn1-c1ccccc1)c1ccco1 (stereo unspecified) | 4% | 0% | 21 | -7% | 45µM* | 2%
22 | CCN(c1ccccc1)c1ncnc2c1cnn2-c1ccccc1 | -6% | 22% | 114 | -3% | -19% | ?
23 | C(=C\c1ccccc1)/CSc1nnc(-c2ccccc2)n1Cc1ccco1 | -3% | -15% | ? | 0% | ? | -5%
24 | O=C(c1cc(COc2ccc(F)c(F)c2)on1)N1CCN(C2CCCCC2)C(=O)C1 | -2% | 127%[activator] | 34 | . | -22% | 0%
25 | Cc1cccc(-c2nc(CN3CCCC(C(=O)NC4CCC(C)CC4)C3)c(C)o2)c1 (stereo unspecified) | 9% | 128%[activator] | -6 | 5% | -7% | -15%
26 | CCOC(=O)/C=C1\SCC(=O)N1CC(=O)NC(C)c1ccc(F)cc1 (stereo unspecified) | 8% | -32% | 13 | 4% | 2% | -11%
27 | O=C(CSc1ncc(-c2ccccc2)n1C1CCCC1)N1CCc2ccccc21 | -4% | 13% | 45 | 5% | ? | ?
28 | COc1ccc(-c2csc(NC(=O)c3ccc(OCC(=O)N4CCOCC4)c(OC)c3)n2)cc1 | -24% | 214%[activator] | -24 | -11% | -3% | -3%
29 | COc1ccc(N(C)S(=O)(=O)c2ccc3c(c2)CCC(=O)N3)cc1 | -2% | -12% | 0 | -2% | 1% | -5%
30 | Cc1cc(NC(=O)CCS(=O)(=O)c2ccc3c(c2)NC(=O)C(C)S3)ccc1Br (stereo unspecified) | 15% | -31% | . | 3% | -20% | -13%
31 | CN1CCN(C(=O)C2=C[C@@H](c3ccc(Br)cc3)C[C@@H](OCc3ccc(CO)cc3)O2)CC1 | -5% | 206%[activator] | 7 | 2% | -30% | -4%
32 | CC(=O)Nc1ccc(S(=O)(=O)NCCC(=O)OCc2csc(CC(=O)Nc3ccccc3C)n2)cc1 | 7% | ? | 7 | . | 0% | -14%
33 | CC(=O)Nc1nc(C)c(-c2csc(Nc3ccc(S(N)(=O)=O)cc3)n2)s1 | -4% | -40% | 41 | -9% | 11% | -2%
34 | CCCS(=O)(=O)N1CCN(C(=O)COc2ccccc2)CC1 | 7% | -13% | -9 | 5% | -4% | -1%
35 | O=C1c2ccccc2C(=O)N1CCCCn1c(=O)oc2ccccc21 | -9% | -5% | 2 | 0% | 0%[11.4 µM] | -13%
36 | CSc1ncc(C(=O)Nc2cccc(Cl)c2C)c(C)n1 | 17% | -22% | ? | -11% | 4% | 2%
37 | O=C(O)CCC(=O)N1N=C(c2ccccc2)CC1c1ccc2c(c1)OCO2 (stereo unspecified) | 12% | -14% | -28 | 12% | 2% | 0%
38 | Cc1ccccc1NCN1C(=O)C2C3C=CC(C3)C2C1=O (stereo unspecified) | -2% | -8% | -21 | 0% | 0% | ?
39 | CC(C)c1ccc(NC2CCCN(C(=O)c3ccc4nccnc4c3)C2)cc1 (stereo unspecified) | 8% | 64%[activator] | 22 | . | ? | 5%
40 | CCOC(=O)c1c(S(=O)(=O)N2CCCC(C(=O)NCc3ccccc3OC)C2)c(C)n(C)c1C (stereo unspecified) | . | . | 21 | . | 3% | 8%
41 | O=C(NCc1ccc(N2CCCC2=O)cc1)c1cccc(Cl)c1 | -4% | -1% | -28 | 7% | 25% | -5%
42 | NC(=O)c1ccc(NC(=O)CN2CCN(c3ccc(Cl)cc3)CC2)cc1 | 7% | -19% | -14 | -2% | 0% | -7%
43 | CC(C)c1ccccc1NC(=S)N1CCN(Cc2ccc3c(c2)OCO3)CC1 | -13% | 2%[2.29 µM] | -17 | -2% | -10% | -3%
44 | Cc1ccc(OCc2nnc(N)s2)cc1 | 3% | -12% | 21 | 6% | 4% | -4%
45 | COc1ccc(NC(=O)N(C)C[C@H]2Oc3ccc(NS(=O)(=O)c4cccs4)cc3C(=O)N([C@H](C)CO)C[C@@H]2C)cc1 | -6% | -3% | 8 | . | . | .
46 | CCCCC(O)(c1ccccc1)C(CN1CCOCC1)c1ccccc1 (stereo unspecified) | -8% | 139%[activator] | -20 | -16% | 15% | 1%
47 | Cc1nc2ccccc2c(=O)n1-c1ccc(NS(=O)(=O)c2ccc(F)cc2)cc1 | 15% | -22% | -9 | . | 4% | ?
48 | COc1ccc2o/c(=N/NC(=O)c3cccs3)c(C(N)=O)cc2c1 | 10% | -27% | 14 | -4% | 4% | 2%
49 | CS(=O)(=O)N1CCc2cc(C(=O)O)ccc21 | -2% | -12% | -2 | 0% | -4% | -12%
50 | CCOc1ccc(C(=O)OCC(=O)NCc2ccco2)cc1OCC | -3% | -10% | 19 | 2% | 45µM* | ?
51 | CCOC(=O)c1cccc(NC(=O)Nc2ccc(OCC)cc2)c1 | 11% | -11% | 36 | 0% | 15% | ?
52 | Cc1ccc(C2CC(c3ccccc3)n3ncnc3N2)cc1 (stereo unspecified) | -4% | 13% | -17 | 0% | -6% | ?
53 | Oc1[nH]c2ccccc2c1N=Nc1ccc(F)cc1 | 7% | -47% | 18 | 0% | 2% | -1%
54 | CC(=O)/C(C(=N)N1CCN(Cc2ccccc2)CC1)=C(\C)O | -1% | -12% | -5 | 5% | -18% | ?
55 | CCOc1ccc(CNC(=O)CCC(=O)N2CC(C)Sc3ccccc32)cc1 (stereo unspecified) | . | . | -7 | . | 8% | 1%
56 | CC(=O)OCC[C@H](NS(=O)(=O)OCC(Cl)(Cl)Cl)c1ccccc1 | -17% | -3% | 18 | -3% | 7% | 10%
57 | CC(=O)NC(=S)NNC(=O)c1ccc(Br)cc1 | 52%[activator] | -25% | 38 | 2% | ? | 1%

Compounds above with a Cl atom, in the order listed:
item | canonical_smiles | AMA1 RON2 block | AmpC inh no detg | HCMV inh | FBPA Giardia inh | Sm TGR block | AmpC detergent
4 | O=S(=O)(c1ccccc1)N1CCN=C1SCc1cccc(Cl)c1 | 20% | -11% | ? | ? | -9% | -6%
5 | CN1c2ccsc2C(O)=C(C(=S)Nc2ccc(F)c(Cl)c2)S1(=O)=O | 22% | -39% | 106 | -21% | 1% | 1%
6 | O=C(COc1ccccc1Cl)NCC1(N2CCOCC2)CCCCC1 | . | . | -100* | . | -13% | -1%
11 | O=C(Nc1cccc(Cl)c1)N(Cc1nc2ccccc2c(=O)[nH]1)Cc1cccs1 | 51%[activator] | -23% | ? | 0% | -8% | ?
14 | O=C(Nc1cc(Cl)ccc1O)c1cc(-c2ccc3c(c2)OCO3)on1 | . | . | 77 | . | -7% | 3%
17 | COC(=O)/C(=C\Nc1ccc(Cl)cc1Cl)NC(=O)c1ccc(OC)cc1 | -15% | 45% | ? | 0% | 2% | -7%
36 | CSc1ncc(C(=O)Nc2cccc(Cl)c2C)c(C)n1 | 17% | -22% | ? | -11% | 4% | 2%
41 | O=C(NCc1ccc(N2CCCC2=O)cc1)c1cccc(Cl)c1 | -4% | -1% | -28 | 7% | 25% | -5%
42 | NC(=O)c1ccc(NC(=O)CN2CCN(c3ccc(Cl)cc3)CC2)cc1 | 7% | -19% | -14 | -2% | 0% | -7%
56 | CC(=O)OCC[C@H](NS(=O)(=O)OCC(Cl)(Cl)Cl)c1ccccc1 | -17% | -3% | 18 | -3% | 7% | 10%
